DNMT1 inh = inhibitors of human DNMT1; AID 588458; actives 0.83% (n = 360,000); P26358; inhibition (reported as % activation of signal), % at 10 µM; DNMT1 molecular beacon, Hinp1I cleavage, fluorescence; in the data active = inhibition above about 50%
SKN-1 block = blocks SKN-1 activity in C. elegans | AID 624304 | inhibition, % at 21.8 µM | C. elegans VP596 Pgst-4::GFP/RFP ratio, acrylamide-induced, 24 h | actives 0.49% (n = 360,000);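 active = interference check ratio from 0.5 to 1.5 plus GFP to RFP signal ratio inhibition reaching or exceeding a fixed threshold, cut at about 30% in these data, passing the limit was not always enough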; note: some compounds called inactive have numbers as strong as hits
Tb MetRS inh = blocks T. brucei methionyl-tRNA synthetase activity; actives 0.4% (n = 360,000); inhibition, % at 11.9 µM; purified T. brucei MetRS, ATP depletion, Kinase-Glo luminescence;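 active = inhibition above a per-plate cutoff of the control wells' mean inhibition plus 3 SD, cut at about 5.5% in these data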;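 note: 0% = DMSO wells median and 100% = median of wells with control inhibitor compound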
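Test system: purified T. brucei MetRS enzyme. Also added: ATP, methionine and E. coli bulk tRNA substrates. Compound: 11.9 µM single point. Schedule: 15 min enzyme-compound preincubation, 2 h reaction, 10 min detection, 25 °C. Signal: luciferase luminescence of residual ATP, Kinase-Glo. Evaluation: percent inhibition versus plate control medians. Controls: DMSO wells, low control.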
SUMO1-SIM PPI = alters human SUMO1 binding to SIM partners | actives 0.33% (n = 360,000) | P63165 | inhibition, % at 20 µM | SUMO1 binding to a labelled peptide, TR-FRET, 1 h; in the data active = inhibition above about 37%
Target sequence (P63165 whole entry, looked up): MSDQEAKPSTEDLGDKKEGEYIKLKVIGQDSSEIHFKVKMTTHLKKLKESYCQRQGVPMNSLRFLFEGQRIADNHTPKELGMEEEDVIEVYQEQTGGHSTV
NadD inh = inhibitors of Staphylococcus aureus NadD | purified NadD enzyme, colorimetric absorbance read-out | inhibition, % at 20 µM | AID 602399 | actives 0.78% (n = 360,000); in the data active = inhibition above about 26%; note: some compounds past the cut are filed as inactive
CendR NRP1 mod = alters CendR peptide binding to human NRP-1. O14786. FAM-RPARPAR peptide binding to NRP-1, fluorescence polarization. inhibition, % at 25 µM. actives 0.85% (n = 360,000);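 active = inhibition or corrected inhibition above about 18%, plus a signal ratio from 0.5 to 1.5, limit read from the data, passing the limit was not always enough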; note: strong numbers were not always called active
Target sequence (O14786 whole entry, looked up): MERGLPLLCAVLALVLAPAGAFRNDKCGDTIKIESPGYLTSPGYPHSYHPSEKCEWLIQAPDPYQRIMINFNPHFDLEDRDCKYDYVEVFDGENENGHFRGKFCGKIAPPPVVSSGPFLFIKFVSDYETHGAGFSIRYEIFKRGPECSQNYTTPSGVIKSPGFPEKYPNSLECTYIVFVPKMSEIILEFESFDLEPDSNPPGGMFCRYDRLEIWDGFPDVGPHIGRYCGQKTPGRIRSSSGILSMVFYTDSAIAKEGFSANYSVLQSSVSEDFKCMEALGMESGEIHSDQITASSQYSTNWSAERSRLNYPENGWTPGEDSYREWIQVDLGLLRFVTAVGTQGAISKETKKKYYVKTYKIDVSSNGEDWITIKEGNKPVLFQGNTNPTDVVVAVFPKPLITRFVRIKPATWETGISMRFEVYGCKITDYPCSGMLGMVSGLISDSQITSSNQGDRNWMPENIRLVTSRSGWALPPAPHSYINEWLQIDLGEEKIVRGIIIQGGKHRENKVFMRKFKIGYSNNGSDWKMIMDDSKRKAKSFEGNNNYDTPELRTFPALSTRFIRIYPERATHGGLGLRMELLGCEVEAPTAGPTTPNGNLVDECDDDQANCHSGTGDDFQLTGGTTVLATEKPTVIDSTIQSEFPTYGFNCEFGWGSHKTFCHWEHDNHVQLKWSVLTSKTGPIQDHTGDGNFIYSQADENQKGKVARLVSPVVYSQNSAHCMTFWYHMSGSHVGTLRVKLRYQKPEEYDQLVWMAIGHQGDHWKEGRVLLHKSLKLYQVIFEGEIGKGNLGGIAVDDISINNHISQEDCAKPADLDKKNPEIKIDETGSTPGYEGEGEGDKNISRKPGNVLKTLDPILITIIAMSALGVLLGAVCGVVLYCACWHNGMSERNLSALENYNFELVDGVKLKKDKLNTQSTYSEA
Scp1 inh = inhibitors of human Scp-1 phosphatase; inhibition, % at 20 µM; actives 0.88% (n = 340,000); Recombinant Scp1, phosphopeptide, malachite green phosphate absorbance; AID 493091; Q9GZU7;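 active = inhibition above about 50% at 20 µM, limit read from the data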;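 note: plate controls were DMSO wells with enzyme for no effect and wells lacking enzyme for full effect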
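Times: enzyme reaction 45 min at room temperature, colour 5 min, stabilisation 30 min. Material: SCP-1 catalytic fragment, aa 76-261. Medium: Acidic Tris acetate buffer with magnesium and detergent. Signal: colorimetric free-phosphate detection, absorbance 630 nm. Read-out basis: % inhibition of SCP-1 phosphate liberation. Reagent: Phosphorylated 17-residue peptide substrate.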
Neddylation inh = blocks human cullin neddylation | P61081+Q13564 | TR-FRET cullin neddylation, biochemical | calls only at 25 µM | actives 0.58% (n = 360,000) | AID 651699; in the data active = inhibition above about 36%
STEP block = STEP (human) phosphatase inhibition; P54829; recombinant STEP, OMFP fluorogenic substrate, fluorescence; inhibition, % at 20 µM; actives 0.25% (n = 360,000);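 active = inhibition at 20 µM, scaled per plate between control wells, above about 37%, limit read from the data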;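 note: 0% = DMSO with enzyme and substrate and 100% = substrate only without enzyme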
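System: STEP phosphatase, cell-free reaction; Buffer or medium: Bis-Tris pH 6.0 buffer with DTT, detergent; Incubation: 20 min at room temperature, dark; Measured by: fluorescence, 480/540 nm.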
LMPTP inh = blocks human LMPTP phosphatase; P24666; recombinant LMPTP-A, OMFP fluorogenic substrate, fluorescence intensity; inhibition, % at 20 µM; actives 0.22% (n = 360,000);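 active = compounds that cut the enzyme signal by at least half of the control window in the single-dose screen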;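 note: plate controls were DMSO wells with enzyme plus substrate for no effect and substrate without enzyme for full effect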
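material = LMPTP-A | quantity = 0.625 nM enzyme | reagent = OMFP substrate, 400 µM final | buffer or medium = Bis-Tris pH 6.0, DTT, detergent | detection = endpoint fluorescence intensity from OMFP dephosphorylation | dosing = single 20 µM dose | read-out basis = % inhibition relative to no-enzyme and uninhibited control wells | control set = no-enzyme and uninhibited controls | timing = 50 min at room temperature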
Starred values were filed as active, the others as inactive; i = inactive; · = no result given.

#1 COc1ccc(C(=O)/C=C/NCc2ccc(C)cc2)cc1
#2 COc1ccc(S(=O)(=O)N2CCOCC2)cc1NC(=O)CCNC(=O)c1ccc([N+](=O)[O-])cc1
#3 COc1ccc(N=C2SC(CC(=O)Nc3cccc(Cl)c3)C(=O)N2Cc2ccco2)cc1 (centres undefined)
#4 CN(C)c1ccc(C(=O)c2ccc(N(C)C)c3ccccc23)cc1
#5 COc1ccccc1C(=O)OCc1nc(N)nc(Nc2ccccc2C)n1
#6 CC1CC(C)CN(C(=O)CNC(=O)c2ccc3ccccc3c2)C1 (centres undefined)
#7 COc1ccc(S(=O)(=O)NCC2CCCN(C(=O)c3ccco3)C2)cc1 (centres undefined)
#8 OC(C#CCN1CCCCC1)c1ccccc1 (centres undefined)

screen / no.,1,2,3,4,5,6,7,8
DNMT1 inh,-5.5,5.0,-23.2,-11.7,-4.1,3.5,1.3,2.1
SKN-1 block,-2.4,-13.9,10.3,0.8,7.0,12.8,13.8,-25.8
Tb MetRS inh,-2.3,-0.2,-0.1,-0.5,0.1,0.0,-0.5,0.1
SUMO1-SIM PPI,-3.0,-26.4,4.4,-18.7,0.3,-8.6,-0.3,-0.6
NadD inh,-3.8,-5.3,-3.2,-5.3,-4.9,-1.9,-5.2,-1.2
CendR NRP1 mod,-4.4,-3.7,-14.7,-0.5,6.1,13.9,10.3,4.0
Scp1 inh,-7.2,0.7,-7.8,-14.9,-4.0,-13.4,-8.6,-11.2
Neddylation inh,i,i,i,i,i,i,i,i
STEP block,4.8,1.0,10.8,4.1,-1.8,-0.4,-1.4,-0.3
LMPTP inh,0.3,-1.6,3.9,1.7,-1.2,0.7,0.2,-0.3

#9 O=C(CCSc1nc(-c2ccco2)cc(C(F)(F)F)n1)Nc1ccc2c(c1)OCO2
#10 Oc1sc(C=Nc2ccc(F)cc2)c2ccccc12
#11 COc1ccc2c(c1)C1NC(=S)NC(C)(O2)C1C(=O)Nc1ccc(C)cc1C (centres undefined)
#12 CC1=CC(C)(C)NC(=S)N1c1cc(C)cc(C)c1
#13 FC(F)(F)c1ccc2c(c1)NCC1CCCN21 (centres undefined)
#14 CCN(CC)S(=O)(=O)c1ccc(/C=C/C(=O)Nc2ccc(N3CCOCC3)cc2)cc1
#15 O=C(COc1ccccc1N1C(=O)c2ccccc2C1=O)c1ccc(Cl)cc1
#16 COc1ccc(NC(=O)c2cccnc2N2CCCC2)cc1

screen / no.,9,10,11,12,13,14,15,16
DNMT1 inh,-1.8,1.2,0.6,0.6,0.4,-3.2,3.4,2.1
SKN-1 block,16.2,-1.2,16.4,5.9,-8.6,4.7,-12.3,10.6
Tb MetRS inh,-0.5,0.1,-1.5,-1.0,-1.3,0.0,-0.8,0.0
SUMO1-SIM PPI,-1.4,-5.3,2.7,7.4,-0.2,-15.5,-12.1,1.8
NadD inh,-10.1,-2.9,11.4,-0.5,8.4,2.0,-8.6,-0.7
CendR NRP1 mod,3.1,-72.0,-5.8,6.9,-11.7,3.7,0.4,-1.2
Scp1 inh,-3.4,-8.1,7.0,5.4,-4.2,0.9,0.2,-6.5
Neddylation inh,i,i,i,i,·,i,i,i
STEP block,1.2,0.0,0.1,2.8,-2.6,0.0,1.4,17.0
LMPTP inh,0.6,2.0,0.6,-0.2,-0.2,2.4,-0.8,-1.2

#17 Cc1nc2ccc(NC(=O)Cc3ccccc3F)cc2s1
#18 COCCCNC(=S)NNC(=O)c1ccoc1C
#19 CSCC[C@H](NC(=O)COc1cc2c(c3oc(=O)c(C)c(C)c13)CCC(C)(C)O2)C(=O)O
#20 CC(=O)N1c2ccc(S(=O)(=O)N3CCC(C(=O)N4CCN(c5cc(Cl)ccc5C)CC4)CC3)cc2CC1C (centres undefined)
#21 CC(=O)N1N=C2c3ccccc3CCC2C1c1cccs1 (centres undefined)
#22 Brc1ccc(-c2cn3c(n2)CCc2ccc4cccnc4c2-3)cc1
#23 CN(C(=O)c1cccs1)C1(C)CCS(=O)(=O)C1 (centres undefined)
#24 O=C1Nc2ccccc2C1=Nc1ccc2[nH]c3ccccc3c2c1

screen / no.,17,18,19,20,21,22,23,24
DNMT1 inh,4.5,3.9,-3.7,-13.6,0.0,-7.2,1.5,-46.8
SKN-1 block,-0.6,5.6,32.6,7.0,0.6,29.2,-10.8,1.1
Tb MetRS inh,-1.8,-0.4,-0.1,-0.2,-0.1,0.1,-0.8,0.1
SUMO1-SIM PPI,-0.7,-2.5,-3.5,2.6,5.7,-4.7,0.2,-33.4
NadD inh,-1.4,-4.3,-1.2,20.3,-0.9,11.6,-7.5,9.2
CendR NRP1 mod,6.7,-5.2,1.7,-2.6,-6.3,2.2,8.0,-2.5
Scp1 inh,10.6,-0.9,-5.7,0.6,-7.9,-2.2,-3.6,7.1
Neddylation inh,i,i,·,i,i,i,i,i
STEP block,-9.2,-3.3,-1.7,5.8,2.6,-1.4,-2.0,-5.2
LMPTP inh,-0.1,-2.8,-0.6,4.4,-0.5,1.7,-1.2,2.1

#25 CN(C)c1cc2c(c(N(C)C)c1)C(=O)c1ccccc1C2=O
#26 CC(C(=O)N1CCOCC1)N1c2cccc3cccc(c23)S1(=O)=O (centres undefined)
#27 CCN1CCN(CCCNC(=O)CNC(=O)c2nn(-c3ccc(OC)cc3)c(=O)c3ccccc23)CC1
#28 C/C(CC(=O)Nc1ccc(Cl)c(C(F)(F)F)c1)=N\NC(=O)c1ccccc1O
#29 O=C(Nn1cnnc1)c1ccc(F)cc1
#30 COc1ccccc1NC(=O)COc1cccc2c1CCNC2=O
#31 CCn1nc(C(C)C(=O)O)c2ccccc2c1=O (centres undefined)
#32 CC(OC(=O)CCC(=O)c1cccs1)C(=O)Nc1ccc(Cl)cn1 (centres undefined)

screen / no.,25,26,27,28,29,30,31,32
DNMT1 inh,-10.4,-0.5,1.6,-5.1,1.4,0.7,0.2,0.1
SKN-1 block,26.3,8.9,1.4,0.7,2.6,14.3,7.7,7.6
Tb MetRS inh,-1.2,0.4,-1.0,16.0*,-1.6,-0.1,-0.5,0.1
SUMO1-SIM PPI,-20.0,-5.1,-22.0,9.1,-2.2,14.5,13.4,-1.6
NadD inh,-0.7,4.4,-7.6,-0.1,0.8,2.0,-1.2,5.7
CendR NRP1 mod,17.0,0.2,11.3,-16.4,-4.9,18.2,14.6,-1.6
Scp1 inh,-3.4,-9.8,8.9,-5.1,-0.9,-5.8,0.6,-6.5
Neddylation inh,i,i,i,·,i,i,i,i
STEP block,2.4,-0.1,2.8,-0.6,-0.1,0.2,2.2,-1.2
LMPTP inh,7.8,0.0,-2.3,-1.1,-1.8,-1.7,-1.0,-1.6

A different layout for part of the listing above:
item | DNMT1 inh | SKN-1 block | Tb MetRS inh | SUMO1-SIM PPI | NadD inh | CendR NRP1 mod | Scp1 inh | Neddylation inh | STEP block | LMPTP inh | molecule
28 | -5.1 | 0.7 | 16.0* | 9.1 | -0.1 | -16.4 | -5.1 | · | -0.6 | -1.1 | C/C(CC(=O)Nc1ccc(Cl)c(C(F)(F)F)c1)=N\NC(=O)c1ccccc1O
29 | 1.4 | 2.6 | -1.6 | -2.2 | 0.8 | -4.9 | -0.9 | i | -0.1 | -1.8 | O=C(Nn1cnnc1)c1ccc(F)cc1

(further entries)
#33 O=C(COC(=O)CNC(=O)c1ccc(Cl)cc1)Nc1ncc(C(F)(F)F)cc1Cl
#34 COCCN(C(=O)COC(=O)CCc1ccccc1OC)c1c(N)n(Cc2ccccc2)c(=O)[nH]c1=O
#35 Cc1nonc1OCC(C)(COc1nonc1C)NC(=O)c1ccccc1
#36 CC(NC(=O)C1CCN(C(=O)[C@@H]2Cc3ccccc3CN2)CC1)c1ccccc1 (some centres undefined)
#37 CC(C)C[C@@H](CN)NC(=O)c1nc[nH]c1C(=O)N[C@@H](C)C(=O)CNC[C@H](CC(C)C)NC(=O)c1nc[nH]c1C(=O)N[C@@H](Cc1ccccc1)C(=O)O
#38 Cn1c(CCC(=O)Nc2ccc(F)cc2)nc2cc(S(=O)(=O)N3CCOCC3)ccc21
#39 Cc1ccc(Nc2ncccc2C(N)=O)cc1
#40 COc1ccc(-n2ncc(C(=O)NC3CC3)c2C2CCN(C(=O)OC(C)(C)C)CC2)cc1
#41 CCOc1ncccc1C(=O)OCC(=O)Nc1ccc(C)c(S(=O)(=O)N2CCOCC2)c1

screen / no.,33,34,35,36,37,38,39,40,41
DNMT1 inh,0.5,-0.3,5.6,0.5,-1.3,1.4,4.3,1.3,-1.1
SKN-1 block,1.8,8.6,-1.0,-7.3,-3.9,5.6,4.8,5.2,-8.7
Tb MetRS inh,0.1,-0.4,-0.2,-0.5,-0.5,-0.3,-0.7,-0.3,-0.3
SUMO1-SIM PPI,1.9,-0.8,0.9,0.5,26.0,7.4,-4.0,3.8,1.5
NadD inh,-0.3,2.2,-5.4,-4.3,31.9*,0.2,-7.3,-4.4,0.9
CendR NRP1 mod,-11.8,8.5,-6.0,12.1,7.7,-7.3,5.4,1.6,9.6
Scp1 inh,1.7,5.6,-2.4,-0.9,-8.0,-6.9,-0.8,-9.6,-3.2
Neddylation inh,i,i,i,i,i,i,i,i,i
STEP block,-0.3,0.5,1.2,-3.5,-0.4,-0.5,-0.9,-2.6,-2.1
LMPTP inh,-1.3,-0.1,-2.5,-3.9,-2.5,-0.7,0.4,-1.2,0.1

NadD inh: entries above that show a hit
#37 CC(C)C[C@@H](CN)NC(=O)c1nc[nH]c1C(=O)N[C@@H](C)C(=O)CNC[C@H](CC(C)C)NC(=O)c1nc[nH]c1C(=O)N[C@@H](Cc1ccccc1)C(=O)O

screen / no.,37
DNMT1 inh,-1.3
SKN-1 block,-3.9
Tb MetRS inh,-0.5
SUMO1-SIM PPI,26.0
NadD inh,31.9*
CendR NRP1 mod,7.7
Scp1 inh,-8.0
Neddylation inh,i
STEP block,-0.4
LMPTP inh,-2.5
